Assay outcomes deposited in PubChem by several laboratories.
Rev-erbA mod = Rev-erb alpha (human) modulation; P20393; Rev-erbα–FITC-DNA binding, fluorescence polarization, 90 min; activity, % at 10 µM; 370,000 compounds, 0.79% hits; AID 1259318;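 active = activity above about 14%, limit read from the data; passing the limit was not always enough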;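 note: 0% = DMSO wells with 35 nM protein and 100% = DMSO wells with 750 nM protein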
Target sequence (P20393 whole entry, looked up): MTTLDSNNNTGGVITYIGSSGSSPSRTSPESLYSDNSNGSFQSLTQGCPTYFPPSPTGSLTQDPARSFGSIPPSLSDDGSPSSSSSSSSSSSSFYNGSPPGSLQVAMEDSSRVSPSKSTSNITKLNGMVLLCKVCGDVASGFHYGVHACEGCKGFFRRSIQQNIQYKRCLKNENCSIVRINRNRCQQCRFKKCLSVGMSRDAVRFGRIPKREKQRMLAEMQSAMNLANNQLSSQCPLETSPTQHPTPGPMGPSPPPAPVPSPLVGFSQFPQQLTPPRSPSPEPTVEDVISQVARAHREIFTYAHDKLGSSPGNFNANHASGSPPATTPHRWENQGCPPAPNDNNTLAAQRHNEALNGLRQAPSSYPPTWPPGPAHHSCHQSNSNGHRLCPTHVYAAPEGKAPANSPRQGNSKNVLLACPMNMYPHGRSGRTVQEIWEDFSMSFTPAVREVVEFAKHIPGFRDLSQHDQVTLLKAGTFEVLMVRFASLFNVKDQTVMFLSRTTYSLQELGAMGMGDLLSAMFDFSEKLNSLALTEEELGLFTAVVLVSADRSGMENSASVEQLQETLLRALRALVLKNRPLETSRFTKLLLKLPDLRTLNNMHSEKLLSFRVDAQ
PG9 Ab binder = small molecules binding HIV-1 gp120 antibody PG9 | TR-FRET gp120-PG9 antibody binding | inhibition, % at 6.7 µM | 360,000 compounds, 0.43% hits; in the data active = inhibition above about 8.5%
PLCb3 inh = blocks human PLC-beta3 enzyme activity. Q01970. Purified PLC-beta3, fluorogenic substrate, fluorescence. inhibition, % at 12.2 µM. 370,000 compounds, 0.18% hits; in the data active = inhibition above about 11%;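 note: 0% = median of compound wells on plate and 100% = full blocker control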
DAX1 inh-1 = inhibits human nuclear receptor DAX1; P51843; HEK293 Gal4-DAX1 luciferase reporter, luminescence; inhibition, % at 6.75 µM; 340,000 compounds, 0.99% hits; AID 504766;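 active = inhibition above the mean over all tested compounds plus 3 SD, cut at about 4.2% in these data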;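 note: 0% = DAX1-transfected cells with DMSO and 100% = empty-vector control cells with DMSO; inhibition shows as a rise in luminescence from relieved DAX1 repression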
sPLA2-III inh = Inhibits HGIII-sPLA2 liposome hydrolysis, primary screen; QFRET BODIPY PC-A2 liposome hydrolysis, fluorescence; Q9NZ20; inhibition, % at 12.2 µM; 370,000 compounds, 0.56% hits; AID 743126;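 active = inhibition above mean plus 3 SD of compounds lying within the high and low control bounds, cut at about 19% in these data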;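 note: 0% = median of test compound wells and 100% = no enzyme DMSO wells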
Target sequence (Q9NZ20 whole entry, looked up): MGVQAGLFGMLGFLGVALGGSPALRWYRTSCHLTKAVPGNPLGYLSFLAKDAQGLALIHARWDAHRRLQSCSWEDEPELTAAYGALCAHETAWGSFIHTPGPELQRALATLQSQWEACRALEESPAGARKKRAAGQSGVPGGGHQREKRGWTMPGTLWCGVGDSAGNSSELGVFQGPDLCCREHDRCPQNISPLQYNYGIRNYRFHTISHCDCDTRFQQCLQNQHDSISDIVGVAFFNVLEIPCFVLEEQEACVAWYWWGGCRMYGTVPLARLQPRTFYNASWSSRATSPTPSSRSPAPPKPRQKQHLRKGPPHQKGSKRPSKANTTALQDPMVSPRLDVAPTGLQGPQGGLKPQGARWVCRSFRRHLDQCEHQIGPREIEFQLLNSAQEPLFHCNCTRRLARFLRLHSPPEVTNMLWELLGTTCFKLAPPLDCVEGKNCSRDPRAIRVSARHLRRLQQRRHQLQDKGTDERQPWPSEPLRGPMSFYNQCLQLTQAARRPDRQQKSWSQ
GAA850 FXN act = increases GAA850 frataxin promoter reporter activity | HEK293 lucGAA850 FXN promoter luciferase reporter, 24 h; percent of 10 µM SAHA response | activation, % at 6 µM | 360,000 compounds, 0.56% hits | AID 540364;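 active = activation above the average of all compounds screened plus 3 SD, cutoff fixed separately per campaign, cut at about 7.5% in these data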;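 note: 0% = DMSO wells and 100% = 10 µM SAHA wells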
ssDAF12 agonist = activates DAF-12 receptor from parasite S. stercoralis; HEK293 ssDAF-12/GRIP1 lit1-tk-luc reporter, luminescence; % of 3 µM dafachronic acid response; activation, % at 6.8 µM; AID 652126; 370,000 compounds, 1% hits;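 active = activation above the mean over all tested compounds plus 3 SD, cut at about 0.9% in these data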;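 note: 0% = DMSO-only wells and 100% = 3 µM delta7-dafachronic acid wells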
SMARCA2 activ = SMARCA2 function activation, primary screen; MG213 cells, MMTV-luciferase reporter, dexamethasone, overnight; 370,000 compounds, 1% hits; activation, % at 9.1 µM; in the data active = activation above about 7.8%;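 note: 0% = vehicle wells and 100% = reference activator wells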
hcDAF12 agonist = activators of H. contortus DAF-12 nuclear receptor. 370,000 compounds, 1.4% hits. activation, % at 6.8 µM. HEK293 hcDAF-12 lit1-tk-luc reporter, luminescence; 0% DMSO, 100% Δ7-dafachronic acid;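 active = activation above the mean of all tested compounds plus 3 SD, cut at about 5.5% in these data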;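 note: 100% = response to 3 µM Δ7-dafachronic acid high control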
hgDAF12 agonist = activates the H. glycines DAF-12 receptor ligand-binding domain; HEK293 GAL4-hgDAF12 UAS-luciferase reporter, agonist luminescence; normalized to butyrate control; activation, % at 6.8 µM; 370,000 compounds, 1.8% hits; AID 687014;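 active = activation above a cutoff set at the mean of all screened compounds plus 3 SD, cut at about 10% in these data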;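 note: 0% = DMSO wells and 100% = sodium butyrate wells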
DAX1 inh-2 = inhibitors of DAX1 repression of SF-1 activated StAR promoter; AID 652010; inhibition, % at 6.8 µM; HEK293T StAR-luciferase reporter, SF-1/DAX-1 repression relief; 370,000 compounds, 1.1% hits;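 active = inhibition above the mean over all tested compounds plus 3 SD, cut at about 3.6% in these data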;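 note: 0% = DAX-1 cells with DMSO and 100% = cells lacking DAX-1 with DMSO; higher inhibition means more luminescence from relief of DAX-1 repression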
Numbers without * were called inactive; i = inactive; . = not tested or not shown.

Order of values – GAA850 FXN act	PLCb3 inh	SMARCA2 activ	ssDAF12 agonist	PG9 Ab binder	DAX1 inh-2	hgDAF12 agonist	DAX1 inh-1	sPLA2-III inh	hcDAF12 agonist	Rev-erbA mod
- O=C1CC(c2ccccc2)CC(=NCCO)/C1=C(\O)CCCN1C(=O)c2ccccc2C1=O (configuration not stated)
    1.2	-4	4	-1.5	0.4	-0.1	-2.8	-0.3	3	-2.2	5
- Cc1ccc(-c2nc(-c3ccccn3)sc2CC(=O)O)cc1
    1.4	-14	0	-1.1	0.6	0.0	6.0	-0.1	5	-1.4	-4
- Cc1cccc(S(=O)Cc2ccc(C(=O)N3CCN(C(=O)c4ccco4)CC3)o2)c1 (configuration not stated)
    -2.0	1	-1	-1.3	-0.6	-1.5	-1.1	0.5	8	0.0	2
- O=C(CCN1C(=O)/C(=C/c2ccc(F)cc2)SC1=S)NNC(=O)c1ccncc1
    0.5	3	-3	-1.4	0.3	0.3	-1.8	0.1	-5	-0.4	6
- O=C(CSc1nnc(-c2ccc(Cl)cc2)n1-c1ccccc1)Nc1ccc2c(c1)OCCO2
    .	-3	0	-1.1	.	0.1	0.0	.	3	-2.7	3
- COCCn1c(=NC(=O)CCS(=O)(=O)c2ccccc2)sc2ccccc21
    -0.6	-2	-2	-1.1	1.4	-1.3	1.1	0.1	6	0.1	-4
- COC(=O)C(NC(C)=O)(Nc1ccccc1)C(=O)OC
    1.6	-2	-5	-0.9	0.7	-0.4	-0.8	-0.7	12	1.7	3
- Cc1ccc(CN(Cc2ccco2)C(=S)NCC(=O)NC2CC2)cc1
    -0.7	2	-7	-1.8	0.1	0.0	-2.0	0.3	7	-1.1	-2
- COc1ccc(C(=O)NCCC(=O)N2CCC3(CC2)NCCc2[nH]cnc23)cc1
    1.9	-3	-1	-1.3	0.6	0.6	-0.6	0.4	6	0.9	-3
- Fc1ccccc1COc1cccc2cccnc12
    6.8	-37	8	-0.3	-0.8	0.9	8.3	1.7	-2	1.6	2
- COc1ccc(-c2nc3cc(C)ccn3c2NC(=O)c2c(F)cccc2Cl)cc1
    -0.9	-9	-1	-0.9	-1.7	-0.4	-0.9	-0.8	2	-1.0	-2
- COc1ccccc1CNCc1ccc(OC)c2ccccc12
    -0.4	-4	-1	-1.9	-1.0	0.2	-1.8	0.8	1	0.4	4
- CCOC(=O)c1c(S(=O)(=O)Nc2ccc(C)c(F)c2)c(C)n(C)c1C
    -0.5	-8	0	-1.2	-0.1	-0.3	0.8	0.1	4	-2.6	6
- CCOP(=O)(OCC)C(C#N)=C1SCN(c2ccc(Cl)cc2)CS1
    -2.0	2	1	-0.9	2.9	-0.5	1.0	-0.9	7	-2.2	-1
- CC(C)[C@H](NC(=O)c1ccccc1)C(=O)N1CCC[C@H]1C(=O)NCc1ccccc1
    .	4	0	-0.9	1.1	-0.1	1.7	.	0	-0.8	2
- COC(=O)c1c(NC(=O)COC(=O)c2ccc(Cl)cc2[N+](=O)[O-])sc2c1CCCCC2
    2.6	1	3	-1.1	-2.3	-0.3	1.1	0.2	-4	2.1	-4
- CC(C)[C@H](NC(=O)c1ccco1)C(=O)OCc1cc(=O)n2c(n1)sc1ccccc12
    3.8	-13	-1	-1.5	-0.3	0.0	1.2	-0.1	1	-1.2	-10
- CN(CC(=O)Nc1ccc(F)c(F)c1F)C(=O)C1CCC1
    -0.4	-5	-2	-1.0	-0.2	-0.9	-1.6	0.1	13	2.8	0
- COc1cccc(Nc2nc(-c3sc(C)nc3C)cs2)c1
    5.8	-18	3	-1.9	-1.5	-0.8	4.9	3.0	-2	-1.5	3
- CNS(=O)(=O)c1cc(S(=O)(=O)NC)c2cccc3c2c1NC3=O
    1.4	i	0	-1.8	0.6	-0.9	-0.1	-0.8	-1	-0.9	6
- COc1ccc(-n2c(=S)[nH]c3cc(C(=O)NCCCN4CCOCC4)ccc3c2=O)cc1OC
    -0.8	-20	-2	-0.8	0.6	-0.1	-1.4	-0.2	5	1.1	6
- Cc1ccccc1S(=O)(=O)Cc1ccc(C(=O)NCCCOC(C)C)o1
    -1.6	0	-1	-1.4	0.3	0.1	2.1	0.9	-5	-1.0	6
- Cc1cc(/C=N/NC(=O)c2cc3ccccc3o2)c(C)n1C
    -1.4	-119	-3	-1.1	-3.3	-1.1	-1.6	-0.7	-4	1.9	2
- COC(=O)c1ccccc1Oc1nc(Cl)cc(OC)n1
    -1.1	1	3	-1.1	2.2	-0.3	-0.7	-0.7	3	-0.1	0
- COc1ccccc1NC(=O)c1cc2ccc(O)cc2o/c1=N\O
    -0.8	-78	-1	-1.1	-0.8	-0.9	0.7	0.5	-29	-0.8	6
- O=C(O)C(=Cc1ccc([N+](=O)[O-])cc1)c1ccccc1
    .	0	-1	-0.9	-2.4	0.6	2.3	.	-10	-1.4	-2
- O=C(Nc1ccccc1)N1CCN(Cc2nc3ccccc3c(=O)[nH]2)CC1
    .	-3	-4	-0.7	.	-0.2	3.6	.	7	0.3	-5
- O=C(c1ccc(NS(=O)(=O)c2ccc3c(c2)OCCO3)cc1)N1CCCCC1
    -0.3	5	-2	-1.3	0.1	-1.1	0.0	-0.1	-8	-1.6	-8
- C=CCN1CC(COCc2ccccc2)OCCS1(=O)=O (configuration not stated)
    .	-2	2	0.0	0.7	0.2	0.2	.	-1	-0.5	-7
- CC1CCCCN1C(=O)c1cc(-c2ccc3c(c2)OCO3)on1 (configuration not stated)
    4.8	-6	9.2*	-0.2	-2.1	2.1	11*	3.2	1	5.0	-5
- Clc1ccc(-c2csc3ncnc(NCCN4CCOCC4)c23)cc1
    -2.0	5	-1	-1.6	0.2	-0.9	0.2	-1.5	-2	-1.6	-4
- CCC(Sc1nc2ccccc2o1)C(=O)Nc1nnc(C)s1 (configuration not stated)
    2.1	-1	1	-1.4	-0.1	0.2	0.4	0.3	5	-1.5	7
- Cc1cc(Cl)c2oc(C(=O)N3CCN(C4CCS(=O)(=O)C4)CC3)c(C)c2c1 (configuration not stated)
    0.3	-6	6	-1.2	-2.9	0.2	-2.0	0.7	-3	0.0	-9
- COc1cc2c(cc1NC(=O)COC(=O)Cn1cnc3ccccc31)oc1ccccc12
    3.4	-3	1	0.1	-0.8	0.0	6.5	0.0	-1	3.1	-7
- O=C(NC1CCCCC1)C(c1ccco1)N(Cc1cccnc1)C(=O)C1COc2ccccc2O1 (configuration not stated)
    0.9	2	-1	-0.9	2.7	0.2	-0.4	-1.7	-5	-0.9	0
- O=C1C(Cc2ccccc2)Nc2ncnc(N3CCN(c4ccccc4)CC3)c2N1Cc1ccccc1 (configuration not stated)
    0.7	-9	-1	-0.7	-1.6	-0.2	-0.1	0.7	0	-1.9	0
- CC(=O)Nc1ccc2nc(SCC(=O)Nc3ccc(N4CCOCC4)c(Cl)c3)sc2c1
    0.6	-1	-3	-1.0	-3.3	0.9	9.6	-0.7	-8	0.8	-5
- Cc1c(CCO)c(=O)n(-c2ccccc2)n1S(=O)(=O)c1ccc(Cl)cc1
    -0.1	3	3	-0.8	-0.5	0.1	-0.8	-0.2	0	-1.9	-2
- CC(C)(C)OC(=O)CNC(=O)c1nc[nH]c1C(=O)N1CCN(C(=O)OC(C)(C)C)CC1
    -0.9	3	0	-1.2	0.4	0.2	-0.2	-0.6	0	-1.5	0
- CN(CC(=O)Nc1cccc(F)c1)C(=O)CN1C(=O)C2CC=CCC2C1=O (configuration not stated)
    -1.3	-3	0	-1.4	0.5	1.4	0.7	3.5	6	-0.9	-2
- Cc1cc(C)c(S(N)(=O)=O)c(C)c1N(C)S(=O)(=O)c1ccccc1
    -0.9	2	-2	-1.6	1.3	-0.7	-2.0	-0.3	-6	-1.2	-2
- O=C(NCCCCNC(=O)c1ccccc1Cl)c1ccccc1Cl
    0.3	-3	-1	-1.6	-0.6	0.0	-2.2	1.2	-1	0.2	2
- CCO/C=C/C(O)(CNC(=O)c1ccc(C(C)(C)C)cc1)C(F)(F)F (configuration not stated)
    -0.6	1	0	-2.3	-1.5	-0.2	-2.1	-1.2	-14	-1.9	2
- C=CCN(CC=C)C(=O)Nc1cc(Cl)ccc1OC
    0.2	-1	-1	-1.6	0.5	0.2	-1.8	-0.5	2	-1.9	1
- CC(=O)c1c(N2CCOCC2)nc(=S)n(-c2cc(C)ccc2C)c1C
    1.8	1	1	-1.3	-1.4	0.4	-2.4	0.2	-10	-0.6	4
- O=Cc1cccnc1SCc1ccccc1
    0.8	-8	4	-0.7	-3.0	0.3	-1.9	1.2	4	0.8	-1
- Cc1ccc(-c2csc3ncnc(SCC(=O)NCC4CCCO4)c23)cc1 (configuration not stated)
    2.2	-6	0	-0.1	-0.2	0.2	1.9	1.1	-7	0.5	2
- Cc1ccc(N(C(=O)c2cc3ccccc3oc2=O)C2C=CS(=O)(=O)C2)cc1 (configuration not stated)
    2.7	3	0	-1.0	0.0	0.0	4.1	0.2	14	-1.4	5
- COCCN(C(=O)c1oc2ccccc2c1COC)c1c(N)n(CC(C)C)c(=O)[nH]c1=O
    0.6	-6	0	-0.7	1.9	2.1	-2.1	0.4	0	-0.7	-3
- C/C(C=NNC(=O)CSc1nc2ccccc2n1Cc1ccccc1Cl)=C\c1ccccc1
    .	0	-6	-1.1	.	0.2	-0.5	.	2	0.2	2
- COc1ccc(-c2csc(NC(=O)C3CCN(C(=O)c4ccc(F)cc4)CC3)n2)cc1OC
    -4.4	-10	-1	-2.0	-2.5	-7.9	-5.8	-2.1	-26	-5.0	1
- Cc1ccc(NC(=O)c2cnn(-c3ccccc3)c2C)cc1C
    -1.3	-7	1	0.3	-1.4	1.5	9.8	-2.8	-8	5.5	-6
- Cc1ccc(C)c(S(=O)(=O)NNC(=O)Nc2ccccc2Cl)c1
    -1.6	-7	-3	-0.9	1.9	-2.3	1.0	0.7	-7	0.9	-1
- COc1ccc(/C=C(\NC(=O)c2ccc([N+](=O)[O-])cc2)C(=O)NCCCN2CCOCC2)cc1
    0.5	0	-2	-0.6	-2.4	0.3	-1.1	0.4	-2	1.1	4
- Cc1ccccc1SCC(=O)Nc1cccc(C#N)c1
    -0.7	1	-4	-1.3	2.3	0.3	0.5	1.7	0	-2.1	6
- Cc1cccc(C)c1NC(=O)N1C2CCCC1CC(NC(=O)C(C)(C)C)C2 (configuration not stated)
    2.2	6	-3	-1.5	-0.2	-0.3	-0.6	-1.1	7	-2.2	8
- Cc1ccc(S(=O)(=O)Oc2cccc(/C=N/Nc3ccc(C(=O)O)cc3)c2)cc1
    0.4	-73	-2	-1.6	-1.8	-0.2	1.8	-0.7	-47	-0.9	2
- CC1=NN(c2ccccc2C(=O)O)C(=O)C1N=Nc1ccccc1 (configuration not stated)
    1.2	-8	4	-0.5	-2.2	-0.7	1.9	1.8	-13	0.4	4
- O=C(NNC(=O)c1cc2ccccc2[nH]1)OCc1ccccc1
    2.0	-4	2	-0.4	-1.9	0.3	3.0	-0.4	-6	4.9	0
- Cn1ncc(N2CCN(S(=O)(=O)c3ccc(Br)cc3)CC2)c(Cl)c1=O
    1.3	0	0	-1.7	-0.3	0.6	-0.2	-0.2	1	-1.0	3
